Source: PubChem BioAssay
RPL19A TOR yeast: RPL19A-GFP expression modulators in yeast, primary screen, cell-based, S. cerevisiae, multiplex flow cytometry, MLPCN | S. cerevisiae RPL19A-GFP strain, 3 h; active compounds read low | percent response vs DMSO, % at 10 µM | 330,000 compounds, 0.3% hits | AID 2025, 2009;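 active = percent response vs DMSO below 50%; inconclusive = fewer than 70 events counted for the yeast strain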;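 note: median channel GFP fluorescence of the barcoded RPL19A-GFP strain; ratio of sample median GFP to plate DMSO average so 100% = DMSO; lower means less RPL19A-GFP as with rapamycin TOR inhibition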
LAP4-GFP MLPCN: modulators of LAP4-GFP expression in yeast, primary screen, S. cerevisiae, multiplex flow cytometry, MLPCN library; 3 h; median GFP as percent of DMSO wells; 320,000 compounds, 0.34% hits; GFP response vs DMSO, % at 10 µM;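 active = GFP response vs DMSO above a set limit, about the screen mean plus 3 SD, cut at about 150% in these data; inconclusive = under 70 cell events counted for the yeast strain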
AGP1-GFP MLPCN: modulators of AGP1-GFP expression in yeast TOR pathway, primary screen, cell-based, multiplex flow cytometry, S. cerevisiae, MLPCN library | 3 h; GFP as percent of DMSO wells | GFP response vs DMSO, % at 10 µM | 320,000 compounds, 0.02% hits | AID 2066, 2009;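 active = GFP response relative to DMSO above a set limit, near screen average plus 3 SD, cut at about 150% in these data; inconclusive = fewer than 70 cells counted for the yeast strain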;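 note: median GFP channel fluorescence of the gated AGP1 strain per well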
CIT2 TOR yeast: modulators of CIT2-GFP expression in yeast, primary screen, S. cerevisiae, GFP fusion, multiplex flow cytometry, MLPCN library; S. cerevisiae CIT2-GFP strain, 3 h; 100 means same as DMSO wells; GFP response vs DMSO, % at 10 µM; 320,000 compounds, 0.065% hits; AID 2029, 2009;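 active = GFP response relative to DMSO above a set limit, near the screen mean plus 3 SD, cut at about 150% in these data; inconclusive = Fewer than 70 cells measured for a yeast strain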;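 note: ratio of well median GFP fluorescence to mean of DMSO wells on the plate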
MEP2-GFP yeast: modulators of MEP2-GFP levels in yeast, primary screen, S. cerevisiae, multiplex flow cytometry, MLPCN library; S. cerevisiae MEP2-GFP strain, 3 h; 100% = DMSO control level; GFP response vs DMSO, % at 10 µM; 330,000 compounds, 0.51% hits; AID 2016, 2009;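 active = GFP response versus DMSO above a set limit, roughly screen mean plus 3 SD, cut at about 180% in these data; inconclusive = fewer than 70 cells counted for a yeast strain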;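 note: median GFP fluorescence of the barcode-gated MEP2-GFP cells per well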
GRK2 aptamer HTS: compounds blocking aptamer binding on GRK2 – biochemical, human GRK2, bead flow cytometry, HTS, primary screen | inhibition of aptamer binding, % at 10 µM | Beta-adrenergic receptor kinase 1 (Homo sapiens), P25098 | 330,000 compounds, 0.59% hits | FAM-aptamer displacement from GRK2;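 active = inhibition of aptamer binding above 40%, roughly 3 SD of noise, on plates passing a quality check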;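 note: median bead fluorescence of bound FAM aptamer so fluorescent compounds give negative values; no value below 0 was filed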
VLA-4 inh: inhibition in human VLA-4 binding assay, primary screen, VLA-4 allosteric modulator project, MLPCN library, flow cytometry, VLA-4 expressing cells | 330,000 compounds, 0.2% hits | ligand binding flow cytometry | inhibition, % (about 7 µM as worked out from the volumes in the protocol) | Integrin alpha-4 (Homo sapiens), P13612; in the data active = inhibition above about 50%
Target sequence (P13612 whole entry, looked up): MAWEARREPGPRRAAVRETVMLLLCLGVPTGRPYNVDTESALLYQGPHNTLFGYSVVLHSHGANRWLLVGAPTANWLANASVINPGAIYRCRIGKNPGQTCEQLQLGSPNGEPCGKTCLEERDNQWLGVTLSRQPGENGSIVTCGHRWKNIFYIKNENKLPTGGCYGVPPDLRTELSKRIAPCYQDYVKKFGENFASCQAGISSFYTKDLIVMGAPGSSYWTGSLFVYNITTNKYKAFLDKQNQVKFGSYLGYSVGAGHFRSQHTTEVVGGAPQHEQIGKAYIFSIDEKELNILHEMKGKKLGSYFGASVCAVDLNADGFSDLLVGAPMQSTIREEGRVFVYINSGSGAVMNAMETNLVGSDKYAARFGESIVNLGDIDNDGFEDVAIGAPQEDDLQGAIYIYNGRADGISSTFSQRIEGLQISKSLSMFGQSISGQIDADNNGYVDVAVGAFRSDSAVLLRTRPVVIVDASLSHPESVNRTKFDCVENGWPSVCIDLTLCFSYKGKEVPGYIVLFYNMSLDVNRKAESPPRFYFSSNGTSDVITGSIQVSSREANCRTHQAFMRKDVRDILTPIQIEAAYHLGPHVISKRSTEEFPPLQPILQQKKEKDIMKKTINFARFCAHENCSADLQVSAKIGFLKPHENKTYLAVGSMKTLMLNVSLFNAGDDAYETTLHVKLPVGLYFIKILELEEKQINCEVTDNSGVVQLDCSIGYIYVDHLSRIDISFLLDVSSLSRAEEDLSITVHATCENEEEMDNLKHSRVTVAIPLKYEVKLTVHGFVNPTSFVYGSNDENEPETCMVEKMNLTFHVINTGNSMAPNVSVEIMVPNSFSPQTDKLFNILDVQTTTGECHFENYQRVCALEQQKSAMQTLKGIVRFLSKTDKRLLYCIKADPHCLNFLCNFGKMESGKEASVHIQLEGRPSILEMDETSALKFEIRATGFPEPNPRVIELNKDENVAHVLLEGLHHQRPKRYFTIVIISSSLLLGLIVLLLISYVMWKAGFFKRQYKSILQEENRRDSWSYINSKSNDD
CR mimetic SO: reduction of superoxide in aged yeast, primary screen, HTS. S. cerevisiae aged cells, superoxide DHE fluorescence; active compounds read low. superoxide response (% of plate mean), % at 10 µM. 330,000 compounds, 0.18% hits. AID 2690, 2010;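 active = superoxide response under a set limit, about three screen SD below normal, cut at about 65% in these data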;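 note: yeast aged for seven days with compound at 30 °C before DHE staining; 100% = average MFI of all compound-treated wells on the plate with controls excluded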
* = called active by the depositor; ? = inconclusive; · = not tested or not shown; [ ] = another dose, or the depositor's remark. Rows are unselected; about 1.7% have a hit in one of these screens.

#	SMILES	RPL19A TOR yeast	LAP4-GFP MLPCN	AGP1-GFP MLPCN	CIT2 TOR yeast	MEP2-GFP yeast	GRK2 aptamer HTS	VLA-4 inh	CR mimetic SO
1	Cc1ccc(CNC(=O)c2cccc3c2C(=O)c2ccc(N4CCOCC4)cc2S3(=O)=O)cc1	97	97	98	95	90	0	2	107
2	CCOC(=O)c1nn(C23CC4CC(CC(C4)C2)C3)c2c1C(=O)N(c1ccc(C)cc1)C2=O	101	99	97	96	106	0	13	86
3	COC(=O)C1(c2ccccc2)NC(c2ccc(O)cc2)C2C(=O)N(c3ccc4c(c3)OCO4)C(=O)C21 (stereo not drawn)	100	101	103	96	103	0	5	110
4	CCCn1c(=N)n(CC(=O)c2ccc(Cl)cc2)c2ccccc21	102	102	101	104	112	0	11	105
5	CCCCCCC(=O)N1CCCC(c2nc(-c3cccc(OC)c3)no2)C1 (stereo not drawn)	95	91	101	93	96	0	9	96
6	CC(=O)N/N=C/c1cc(C(C)C)cc(/C=N/NC(C)=O)c1O	113[may fluoresce violet]	181*[may fluoresce violet]	49[may fluoresce violet]	?	195*[may fluoresce violet]	1	-12	82
7	O=C(CSc1ncnc2ccccc12)NCCc1ccccc1	106	104	112	103	107	5	-2	88
8	CN(CC(=O)NC1CC1)S(=O)(=O)c1ccc(Br)cc1	105	93	97	102	106	0	-4	97
9	COc1ccc(C(C)NC(=O)c2ccc(Br)cc2)cc1OC (stereo not drawn)	106	83	86	102	106	2	-9	105
10	C=CC[C@@H](Cc1ccc(F)cc1)C(=O)OC[C@@H]1CCCN1C(=O)[C@@H](CC=C)CC(=O)NCCO	93	96	97	88	93	1	11	84
11	CN(C(=O)COC(=O)c1cccnc1Nc1cccc(C(F)(F)F)c1)C1CCS(=O)(=O)C1 (stereo not drawn)	100	90	92	93	101	0	18	105
12	CCOC(=O)c1sc2nc(C)nc(Nc3ccc(OC)c(OC)c3)c2c1C	94	103	94	99	99	2	18	94
13	COc1ccc(NC(=O)CN2C(=O)CSc3ccc(S(=O)(=O)N4CCC(C)CC4)cc32)cc1	99	99	96	101	106	0	-4	123
14	CC(C)Oc1nc(-c2ccccc2O)nc2ccccc12	97	99	96	95	101	0	-8	95
15	Cc1ccc(S(=O)(=O)Nc2ncccn2)cc1	104	97	101	105	111	0	-7	98
16	COC(=O)c1cc(NC(=O)C2COc3ccccc3O2)cc(C(=O)OC)c1 (stereo not drawn)	107	113	95	96	104	0	8	106
17	CCc1ccc(NC(=O)CSc2nnc(CNC(=O)c3ccco3)o2)cc1	102	106	112	106	100	4	3	101
18	Cn1nc2sc3ccccc3n2c(=O)c1=O	100	93	104	111	97	5	-5	116
19	CCCOc1ccc(C(=O)CCNc2ccc(C)c(Cl)c2)cc1	100	104	102	92	101	3	7	113
20	COc1ccc(CNC(=O)C2CCN(S(=O)(=O)c3ccc4c(c3)CC(C)N4C(C)=O)CC2)cc1 (stereo not drawn)	92	89	92	94	94	1	-2	101
21	C/C(=C\c1ccccc1)C(=O)Nc1nc2ccc([N+](=O)[O-])cc2s1	97	91	92	96	101	0	2	95
22	CC(NCc1ccc(S(N)(=O)=O)cc1)C(=O)NCc1ccccc1 (stereo not drawn)	101	94	102	106	98	10	-9	98
23	O=C(Cn1nnc(-c2ccccc2)n1)Nc1ccccc1N1CCOCC1	101	105	99	93	98	1	7	89
24	Cc1ccc(S(=O)(=O)N2CCN(C(=O)c3ccc(Br)o3)CC2)c(C)c1	97	100	96	98	100	5	2	113
25	CNC(=S)N1N=C(c2ccccc2)CC1c1ccccc1Cl (stereo not drawn)	105	103	93	103	102	0	5	96
26	Cc1ccnc(NS(=O)(=O)c2ccc(NC(=O)c3ccc(N4C(=O)CCC4=O)cc3)cc2)n1	99	92	94	98	96	3	-4	95
27	O=C(NC(=S)Nc1ccc(C(F)(F)F)cc1)c1csnn1	97	107	96	96	102	3	-3	101
28	Cc1cc(N2C(=O)C(O)=C(C(=O)c3ccco3)C2c2ccc(Cl)cc2)no1 (stereo not drawn)	95	101	83	95	101	0	6	121
29	CCOC(=O)C(CC(=O)O)N1CCCCC1 (stereo not drawn)	101	94	103	102	102	1	8	92
30	O=C(NC1CCCCCC1)c1c2c(nc3ccccc13)CCN(Cc1ccccc1)C2	101	100	98	102	103	0	13	129
31	Cc1ccc(S(=O)(=O)NC(=O)c2cc(C)n(CCCn3ccnc3)c2C)cc1	93	99	92	105	104	0	-6	111
32	Cc1ccc(S(=O)(=O)NCC(=O)OCc2csc(-c3ccccc3)n2)cc1	107	102	105	103	105	0	6	89
33	CC(C)CN(CC(C)C)CC(O)COc1ccccc1Br (stereo not drawn)	102	93	100	101	99	0	15	92
34	O=C(O)CN1C(=O)/C(=C\C(Br)=C\c2ccccc2)SC1=S	105	110	92	99	106	2	6	93
35	Cc1ccc(OCC(=O)N2CCCc3ccccc32)cc1	97	109	101	103	98	4	14	92
36	CC1CCC(C(C)C)C(OC(=O)COC(=O)c2ccc(=O)[nH]c2)C1 (stereo not drawn)	98	100	111	99	114	0	0	110
37	NC(=O)COc1ccc(/C=N\NC(=O)CC(=O)NCCc2ccccc2)cc1	102	97	102	101	103	1	-1	118
38	O=C(O)c1ccc(C2SCC(=O)N2Cc2ccccc2)cc1 (stereo not drawn)	94	92	93	98	97	0	4	122
39	COc1ccc(S(=O)(=O)Nc2cc3c(C(C)=O)c(C)oc3c3ccccc23)cc1	101	100	101	94	98	28	4	98
40	CCOC(=O)/C(C#N)=C\c1ccc(CC)s1	96	104	92	93	98	2	3	107
41	C=C1CCN([C@@H](Cc2ccccc2)C(=O)NCc2ccc(Cl)c(Cl)c2)S(=O)(=O)c2ccccc21	100	93	101	98	92	0	-5	102
42	CCN(C(=O)COC(=O)CNS(=O)(=O)c1ccc(SC)c([N+](=O)[O-])c1)C1CCCCC1	96	93	96	104	99	3	5	117
43	NC(=O)Nc1ccc(C(=O)OCC(=O)c2c[nH]c3ccccc23)cc1	97	96	102	106	108	0	7	85
44	CC(=O)n1cc(N(C(=O)CCl)c2ccc([N+](=O)[O-])cc2)c2ccccc21	104	114	110	96	99	0	7	97
45	COc1ccc(C)cc1NC(=O)COCC(=O)O	·	103	104	110	102	2	11	112
46	CC(=O)N(C1=C(O)c2ccccc2C(=O)C1=O)C1CCCCC1	99	99	99	103	99	2	-1	162
47	CCC(CO)Nc1ncnc2c1cnn2-c1ccc(OC)cc1 (stereo not drawn)	102	94	104	86	93	1	22	86
48	Cc1ccc(N=C2C(=O)Nc3ccccc32)cc1	104	93	106	104	107	1	3	102
49	COc1ccc(NC(=O)CSC2=NCCN2)cc1	99	106	104	101	96	0	0	101
50	COc1ccc(OC)c(CNc2ccc([N+](=O)[O-])cc2C)c1	98	125	104	101	104	0	3	87
51	CN1CCN(CC(=O)Nc2ccccc2Oc2ccccc2)CC1	100	111	106	100	94	2	4	103
52	O=C(NCc1ccco1)c1ccc2c(c1)N(Cc1ccccc1)C(=O)CS2	99	94	108	99	108	3	0	93
53	NNC(=O)c1cncc(Br)c1	104	116	117	105	109	0	-5	94
54	CCOc1ccc(NC(=O)COc2ccc(-n3cnnn3)cc2)cc1	101	107	110	101	101	2	3	85
55	COc1ccc(F)c(CN2CCCC(CO)(Cc3cccc(Cl)c3)C2)c1 (stereo not drawn)	102	103	107	101	104	1	6	96
56	C[C@H](NC(=O)C1CC(=O)N(c2ccc3c(c2)OCCO3)C1)C(=O)N1CCCCC1 (stereo partly drawn)	91	86	85	100	80	6	2	106
57	Cc1ccc(C(=O)COC(=O)CNC(=O)c2ccco2)cc1	99	102	101	102	102	0	7	107
58	COc1ccc(C(=O)/C=C/c2cccnc2)c(OC)c1	96	109	95	106	111	1	11	98
59	C=CCNC(=S)NNC(=O)COc1cccc(Cl)c1	88[may fluoresce violet]	86[may fluoresce violet]	?	?	83[may fluoresce violet]	0	-4	92
60	Cc1ccc(Nc2nc(OC(C(F)(F)F)C(F)(F)F)nc(N3CCOCC3)n2)cc1	·	94	102	98	92	0	14	113

Next part
#	SMILES	RPL19A TOR yeast	LAP4-GFP MLPCN	AGP1-GFP MLPCN	CIT2 TOR yeast	MEP2-GFP yeast	GRK2 aptamer HTS	VLA-4 inh	CR mimetic SO
61	COc1ccc(C(=O)OCc2c(-c3cccc(OC)c3)ncc3ccccc23)cc1	97	125	101	86	91	1	-4	88
62	Cc1ccc(C(=O)Nc2ccc(N3CCN(C)CC3)nc2)cc1	102	93	102	100	96	0	7	99
63	O=C(CCN1C(=O)c2ccccc2S1(=O)=O)Nc1ccccc1O	110	105	108	111	109	3	15	100
64	C#CCNC(=O)c1cc2sccc2n1C	95	97	95	105	118	0	-2	97
65	COC(=O)C1NN=C(C(=O)c2ccc(Cl)cc2)C1c1ccc(OC)cc1 (stereo not drawn)	101	104	96	94	109	7	-14	110
66	COc1ccc(Cc2nc3ccc(C(=O)NCCc4cccc(C)n4)cc3o2)cc1	102	98	109	104	108	0	-94	106
